# SR-BI uptake up: enhances SR-BI lipid uptake from DiI-HDL | CHO ldlA[mSR-BI] cells, DiI-HDL uptake fluorescence, 3 h; 100 = double the neutral-control signal | activation, % at 12.5 µM | hit rate 0.096% among 320,000;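 active = mean replicate activation of at least 60% and every replicate at or above 60%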;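 also: 0% = median plate neutral-control signal and 100% = twice that signal; values of inactives mirror those of a sister screen read the other way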
#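 Material – SR-BI-overexpressing, LDLR-lacking CHO cells · Medium – BSA-supplemented, HEPES-buffered Ham's F12, pH 7.4 · Doses – single concentration · Times – compound with DiI-HDL co-incubation, 3 h at 37 °C · Measured by – bottom-read fluorescence, 550/595 nm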
# Ecoli viability: counter-screen for AddAB inhibitors: E. coli growth inhibition. E. coli V3065 growth, OD600 absorbance, 18 h. inhibition, % at 11.9 µM. hit rate 0.27% among 330,000;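 active = inhibition above the campaign's mean inhibition across all tested compounds plus 3 SD, cut at about 9.9% in these data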;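 also: uninfected addAB+ strain grown without phage in ampicillin broth; 0% = DMSO wells and 100% = ciprofloxacin 0.95 µg/ml wells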
# MITF TRPM1 HTS: increases MITF-driven TRPM1 promoter luciferase signal. SK-MEL-5 TRPM1-promoter luciferase, 24 h; % of positive control, neutral wells = 0. activation, % at 12.5 µM. hit rate 0.75% among 300,000. AID 588334;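 active = mean activation of at least 80% with every replicate also reaching 80%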;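 also: 0% = neutral control wells and 100% = parthenolide positive control wells; values of inactives mirror those of a sister screen read the other way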
# CAL PDZ FP-1: blocks peptide binding to the human CAL PDZ domain; purified CAL PDZ, TMR-peptide fluorescence polarization, 1 h; inhibition, % at 24.9 µM; hit rate 0.92% among 300,000; AID 602252;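 active = mean inhibition of at least 30% with at least half of replicates also reaching 30%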;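 also: 0% = DMSO neutral control and 100% = excess unlabeled competitor peptide PRC23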
# Tat export inh: E. coli Tat transport inhibition; hit rate 0.036% among 340,000; inhibition, % at 10 µM; E. coli MC4100 TorA-mCherry Tat export, fluorescence; AID 488895;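 active = mean replicate inhibition at least 50% and at least half of replicates individually reaching 50%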;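 also: exported cargo escapes ClpAP degradation while cytoplasmic cargo is degraded and loses fluorescence; 0% = median of neutral control wells and 100% = median of NaSCN control wells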
# AddAB inh: less growth of phage-infected E. coli with AddAB; hit rate 0.29% among 330,000; E. coli expressing H. pylori AddAB, absorbance growth; inhibition, % at 11.9 µM; in the data active = inhibition above about 12%;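 also: 0% = vehicle wells of infected cells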
# SR-BI DiI inh: mouse SR-BI HDL lipid transfer inhibition. Q61009. inhibition, % at 12.5 µM. ldlA[mSR-BI] CHO cells, DiI-HDL uptake fluorescence, 3 h. hit rate 0.96% among 320,000. AID 488896;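 active = mean replicate inhibition of at least 70% and a set share of replicates each scoring 70 or more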;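 also: 0% = median of neutral control wells and 100% = median of positive control wells; values of inactives mirror those of a sister screen read the other way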
# Target sequence (Q61009 whole entry, looked up): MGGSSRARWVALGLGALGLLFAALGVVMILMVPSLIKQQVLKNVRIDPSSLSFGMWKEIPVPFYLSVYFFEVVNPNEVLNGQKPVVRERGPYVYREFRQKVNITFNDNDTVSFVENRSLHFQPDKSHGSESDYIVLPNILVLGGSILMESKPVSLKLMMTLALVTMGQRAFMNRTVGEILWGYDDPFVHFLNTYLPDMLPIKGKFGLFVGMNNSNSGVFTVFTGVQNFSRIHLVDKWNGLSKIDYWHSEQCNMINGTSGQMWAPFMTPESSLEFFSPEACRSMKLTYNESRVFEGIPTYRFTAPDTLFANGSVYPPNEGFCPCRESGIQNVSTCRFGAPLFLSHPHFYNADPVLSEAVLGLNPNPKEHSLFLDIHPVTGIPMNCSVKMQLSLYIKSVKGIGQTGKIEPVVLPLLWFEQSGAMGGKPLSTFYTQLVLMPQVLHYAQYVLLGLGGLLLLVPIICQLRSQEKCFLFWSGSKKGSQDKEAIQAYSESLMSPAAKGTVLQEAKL
# Wnt act: activates Wnt/beta-catenin signaling in a reporter cell assay; activator, plate reader; activation, % at 9.35 µM; AID 743398; hit rate 1.2% among 300,000; in the data active = activation above about 30%, passing the limit was not always enough;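 also: 0% = neutral control wells and 100% = positive control wells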
# CAL PDZ FP-2: inhibitors of human CAL PDZ peptide binding | inhibition, % at 20 µM | Q9HD26 | AID 504414 | purified CAL PDZ, TMR-peptide fluorescence polarization, 1 h | hit rate 0.02% among 330,000;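 active = highest replicate inhibition of at least 40%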;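 also: plate controls were DMSO neutral control wells for no effect and unlabeled competitor peptide control wells for full effect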
#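 Material: tagged CAL PDZ protein CerCALP, purified; buffer or medium: sodium phosphate/NaCl buffer pH 7.4 with TCEP, IgG, Thesit; also added: fluorescent TMR peptide probe; schedule: 1 h incubation at room temperature before polarization reading; technique: fluorescence polarization from S- and P-plane intensities, G-factor corrected; control set: unlabelled peptide and DMSO controls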
# phage Ecoli inh: E. coli growth loss with phage present. inhibition, % at 11.9 µM. AID 651602. hit rate 0.26% among 360,000. growth absorbance; in the data active = inhibition above about 11%
# * hit, by the source's call; x = not tested or not shown.
# The first two compounds as a preview:
SMILES,SR-BI uptake up,Ecoli viability,MITF TRPM1 HTS,CAL PDZ FP-1,Tat export inh,AddAB inh,SR-BI DiI inh,Wnt act,CAL PDZ FP-2,phage Ecoli inh
CCOC(=O)C1CCCN(Cc2nc(Cc3ccccc3Cl)no2)C1 (stereo not drawn),-4,0.3,7,-3,-2,5.7,4,-1,-2.4,3.3
CCOC(=O)c1c(NC(=O)CSc2nnc3c(n2)[nH]c2ccc(F)cc23)sc(C(C)=O)c1C,1,0.8,x,-10,-2,0.9,-1,x,-1.0,1.2

# Results, from the first entry:
SMILES,SR-BI uptake up,Ecoli viability,MITF TRPM1 HTS,CAL PDZ FP-1,Tat export inh,AddAB inh,SR-BI DiI inh,Wnt act,CAL PDZ FP-2,phage Ecoli inh
CCOC(=O)C1CCCN(Cc2nc(Cc3ccccc3Cl)no2)C1 (stereo not drawn),-4,0.3,7,-3,-2,5.7,4,-1,-2.4,3.3
CCOC(=O)c1c(NC(=O)CSc2nnc3c(n2)[nH]c2ccc(F)cc23)sc(C(C)=O)c1C,1,0.8,x,-10,-2,0.9,-1,x,-1.0,1.2
Cc1cc(C)c(OCC(O)CNC(C)(C)C)c(C)c1 (stereo not drawn),2,0.2,3,4,5,0.5,-2,-1,-0.6,5.2
Cc1ccc(NC(=O)c2cc(Cl)ccc2[N+](=O)[O-])cc1C,-2,0.9,14,x,-1,4.8,2,x,-2.7,4.4
CN(C)c1ncc(S(=O)(=O)c2ccccc2)c(-c2ccccc2Cl)n1,-7,-2.7,3,-2,1,2.1,7,-2,-0.9,0.7
Cc1ccc2c(CC(=O)OCC(=O)N(CC(C)C)c3c(N)n(Cc4ccccc4)c(=O)[nH]c3=O)coc2c1,-10,-2.3,-25,x,-4,0.1,10,-2,-0.2,-2.2
CN(CCCNC(=O)c1ccccc1F)CCCNC(=O)c1ccccc1F,22,1.3,0,-3,-5,0.8,-22,-2,-0.6,1.8
CC(C)(C)OC(=O)N[C@@H](Cc1ccccc1)C(=O)NCC1CCC(C(=O)N[C@@H](CC(=O)O)C(=O)O)CC1 (stereo partly drawn),17,1.8,12,-2,-8,2.9,-17,2,-1.3,0.1
O=C(CSc1nnnn1-c1ccc2c(c1)OCO2)NCc1ccccc1,2,-1.4,-6,x,-2,-0.8,-2,-1,0.0,1.1
O=C(C1CCCO1)N1CCN(S(=O)(=O)c2ccccc2)CC1 (stereo not drawn),8,-1.0,9,-3,0,-0.3,-8,3,0.3,x
COc1ccc(/C=C2\SC(=S)N(CCC(=O)Nc3cccc(O)c3)C2=O)cc1,-25,x,44,x,-8,x,25,19,0.0,-1.9
COC(=O)CCN(C1CCCCC1)S(=O)(=O)c1ccc(S(=O)(=O)NC2CCCCC2)cc1,-16,-2.9,x,-3,3,3.1,16,x,-1.5,0.6
Cc1cccc(Cn2cc(/C=C/[N+](=O)[O-])c3ccccc32)c1,-48,-0.2,x,-1,17,-0.3,48,x,-2.8,3.3
CCN=C1NN=C(c2cc(C)n(Cc3ccco3)c2C)CS1,6,-3.2,-79,-4,14,2.4,-6,x,-1.2,5.0
COC(=O)c1ccc(COC(=O)CCS(=O)(=O)c2ccc(C)cc2)cc1,13,1.2,-10,-5,-1,1.9,-13,-7,-0.4,0.0
CC(=O)N(c1cccc(Br)c1)c1nc(C)cc(C)c1C#N,19,-0.7,x,x,7,0.8,-19,2,-0.7,0.1
Cc1onc(-c2ccccc2)c1CNC(=O)C1COc2ccccc2O1 (stereo not drawn),5,-0.7,13,-4,2,2.4,-5,-2,-0.4,4.0
CC1=Nn2c(nnc2-c2ccccc2Cl)SC1,5,2.2,x,0,-1,2.1,-5,x,-1.1,2.3
CCOC(=O)C1=C(CN2CCc3ccccc32)NC(=O)NC1c1cccc([N+](=O)[O-])c1 (stereo not drawn),-15,-2.2,-2,x,11,-0.8,15,x,-2.5,2.8
Cc1ccc(C(=O)NCC(=O)NCC(=O)OCC(=O)c2ccc(F)cc2)cc1,10,0.3,2,-3,-21,0.3,-10,x,-0.4,2.2
O=C(CCCC(=O)c1ccccc1)NCCc1ccccc1F,-1,-3.4,-7,-3,2,-1.6,1,0,0.3,-0.2
CN1CCN(C(=O)c2ccc3c(c2)NC(=O)C(C)(C)O3)CC1,10,1.5,x,-5,-5,2.3,-10,x,-0.8,-3.1
CCOc1ccc(CNC(=O)CCn2c(=O)oc3ccccc32)cc1,0,-3.5,-4,x,-4,0.3,0,x,0.8,5.1
CC(C)CNC(=O)COC(=O)c1ccccc1SCC(=O)NCC(C)C,0,2.4,4,-12,1,1.9,0,-1,4.1,0.3

# Record cards, from the list above. Values in the order: SR-BI uptake up	Ecoli viability	MITF TRPM1 HTS	CAL PDZ FP-1	Tat export inh	AddAB inh	SR-BI DiI inh	Wnt act	CAL PDZ FP-2	phage Ecoli inh
# Profile of `CCOC(=O)C1=C(CN2CCc3ccccc32)NC(=O)NC1c1cccc([N+](=O)[O-])c1` (stereo not drawn) = -15	-2.2	-2	x	11	-0.8	15	x	-2.5	2.8
# Profile of `CC(C)CNC(=O)COC(=O)c1ccccc1SCC(=O)NCC(C)C` = 0	2.4	4	-12	1	1.9	0	-1	4.1	0.3
# Profile of `Cc1cccc(Cn2cc(/C=C/[N+](=O)[O-])c3ccccc32)c1` = -48	-0.2	x	-1	17	-0.3	48	x	-2.8	3.3
# Profile of `CN1CCN(C(=O)c2ccc3c(c2)NC(=O)C(C)(C)O3)CC1` = 10	1.5	x	-5	-5	2.3	-10	x	-0.8	-3.1
# Profile of `CCOc1ccc(CNC(=O)CCn2c(=O)oc3ccccc32)cc1` = 0	-3.5	-4	x	-4	0.3	0	x	0.8	5.1

# Going on with the list.
SMILES,SR-BI uptake up,Ecoli viability,MITF TRPM1 HTS,CAL PDZ FP-1,Tat export inh,AddAB inh,SR-BI DiI inh,Wnt act,CAL PDZ FP-2,phage Ecoli inh
Cc1ccc(S(=O)(=O)N2CCN(C(=O)CCc3c[nH]c4ccccc34)CC2)c(C)c1,-14,-0.5,-6,2,-4,-0.9,14,-1,-1.0,0.0
CN(Cc1nc(-c2cnccn2)no1)CC1(c2ccccc2)CC1(C)C (stereo not drawn),6,0.1,-2,4,35,-0.8,-6,0,-0.8,2.9
CCOC1OC(=O)C(Cl)=C1Nc1ccc(C)cc1 (stereo not drawn),-25,-0.7,-3,-4,-2,2.1,25,-2,-3.5,2.7
CCn1c(SCC(=O)Nc2oc(C)c3c(C)n[nH]c(=O)c23)nc2sc(C)c(C)c2c1=O,7,0.7,-1,-2,0,1.0,-7,x,-2.6,x
N#Cc1c(N)n(-c2ccc(O)cc2)c2nc3ccccc3nc12,-21,0.4,9,-2,21,1.9,21,1,-1.1,2.0
O=C(CCC(=O)N1CCOCC1)NCCc1ccc(Cl)cc1Cl,11,1.2,-4,-1,-1,-1.0,-11,-1,-2.5,-0.1
CC(=O)NC(CC(=O)O)c1ccc(F)cc1 (stereo not drawn),9,-0.9,2,-2,3,-0.2,-9,5,-3.3,1.1
c1ccc(COc2cccc(CN3CCCCC3)c2)cc1,29,-3.0,-1,7,9,2.2,-29,1,-1.8,1.8
CCc1nnc(NC(=O)c2c(C)nn(-c3ccccc3)c2Cl)s1,-12,0.8,28,-1,-2,0.4,12,18,-1.2,0.6
Cc1cc(C#N)c(SCC(N)=O)nc1-c1ccc(F)cc1,37,-0.7,1,4,-2,6.3,-37,4,-0.7,-0.3
Cc1ccc(S(=O)(=O)NCCC(=O)NC2CC2)cc1,5,-0.5,7,-2,-4,2.6,-5,-1,-2.8,0.8
CC(CN1CCOCC1)OC(=O)c1ccc(Br)cc1 (stereo not drawn),4,2.2,-12,-4,4,0.2,-4,x,-1.2,1.2
COc1ccc(-n2ncc3c(=O)n(CC(=O)N4CCCc5ccccc54)cnc32)cc1,-43,2.1,-10,-3,2,-0.1,43,x,x,1.7
O=C(O)c1ccc(S(=O)(=O)N2CCC(n3nnc4cc(C(F)(F)F)ccc43)CC2)cc1,2,-1.7,0,-5,3,2.5,-2,-2,-2.4,2.6
CCN1CCN(CCCNC(=O)c2ccc(/C=C3/Oc4ccccc4N(Cc4cccc(C)c4)C3=O)cc2)CC1,-1,-3.6,-74,-4,18,-2.0,1,x,-3.0,x
COc1ccc(C(=O)n2cnnc2N)cc1,11,-0.3,-9,1,-6,0.6,-11,-2,-1.9,-1.3
CS(=O)(=O)c1ccc2nnn(OCC(=O)Nc3ccc(Br)cc3Br)c2c1,-10,-0.6,-3,1,-6,4.8,10,0,-0.5,3.0
Cc1ccc(NC(=O)CN2CCN(S(=O)(=O)c3cccs3)CC2)cc1S(=O)(=O)N(C)C,-42,-2.3,-13,x,-4,-0.7,42,-1,0.1,2.0
CCc1nnc(NC(=O)CSc2nc(C)cc(C)c2C#N)s1,-9,0.0,21,0,4,4.1,9,14,0.1,2.7
COc1ccc(/C=C/C(=O)Nc2ccc(NC(C)=O)cc2)cc1S(=O)(=O)N1CCOCC1,-45,-2.1,5,-7,0,2.0,45,3,-1.0,0.3
CCc1ccccc1-n1nnnc1SCC(=O)Nc1ccc(N2CCN(C)CC2)cc1,-22,0.2,9,-4,10,0.8,22,-6,-2.8,1.9
CCOC(OCC)c1ccc(/C=C\c2nccc(N)n2)cc1,0,-1.4,37,12,-2,0.0,0,13,-1.7,-1.2
CCOC(=O)CNc1nc(Cl)nc(NC(C)(C)C)n1,22,-2.4,7,-3,-6,0.7,-22,0,0.1,2.9
Cn1cccc1/C=N/NC(N)=S,-5,2.2,-11,x,-11,5.1,5,1,-0.7,3.6
CN(C)CCN(C(=O)CCS(=O)(=O)c1ccccc1)c1nc2cc3c(cc2s1)OCO3,14,0.5,11,-3,-3,5.8,-14,-9,1.5,3.3
CCOc1ccc2nc(NC(=O)c3ccc(OCC4CCCO4)cc3)sc2c1 (stereo not drawn),-58,-1.5,4,0,5,-1.7,58,x,-4.1,4.3
O=S(=O)(c1ccccc1)N(Cc1ccc(Cl)cc1)c1ccncc1,x,-0.9,x,-4,-11,1.2,x,-2,-2.7,-1.4
Cc1cc(C(=O)OCC(=O)NCc2ccc(Cl)cc2)c(C)o1,-4,2.4,7,-3,3,4.8,4,2,-2.3,2.0
O=C(Nc1cccs1)Nc1ccccc1Br,1,-0.7,17,0,2,2.5,-1,19,-1.5,6.0
CC1=C(C(=O)N(C)C)C(c2ccc(C)s2)NC(=S)N1 (stereo not drawn),14,3.4,-4,x,-2,1.5,-14,0,-0.4,1.0
COc1ccc(C(=O)c2ccc(N3CCOCC3)c([N+](=O)[O-])c2)cc1,-80,0.0,-5,-5,-3,2.2,80*,-1,-1.6,2.5
CC(=O)c1cccc(NC(=O)c2c(F)c(F)c(F)c(F)c2F)c1,-14,0.1,-4,-4,2,1.3,14,x,x,-1.4
Cc1cnc([N+](=O)[O-])n1CCOC(=O)NC(=O)c1ccccc1,16,0.8,0,4,8,1.9,-16,-1,-0.3,2.5
O=C(c1cccs1)N(C(=O)c1cccs1)c1ccc(Br)cn1,-5,0.6,30,-1,1,0.0,5,56*,-0.6,2.8

# From PubChem BioAssay
